# LDHA block = LDHA (human) enzyme inhibition | purified LDHA, NADH/diaphorase-resazurin fluorescence; active compounds read low | activity change, % (values are at about 110 or 230 µM) | 0.15% of 480,000 active; in the data active means activity change below about -30%; inconclusive means mostly about -25% to -30%;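 further: plate controls were DMSO wells for no effect and wells without enzyme for full effect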
#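 LDH5 2 nM; NADH 0.06 mM, pyruvate 0.2 mM; 200 mM Tris pH 7.4, EDTA, Tween-20; 5 min RT. Detection: diaphorase 0.133 mg/mL + resazurin 37 µM, fluorescence ex540/em590 at 0 and 20 min; normalized to enzyme-free and DMSO wells.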
# Active calls of the source: *; ? = inconclusive.
SMILES,LDHA block
CCc1cc(=O)oc2c(C)c(OCc3ccccc3)ccc12,2
COc1ccc(-c2nc3cccc(C)n3c2Nc2ccc3c(c2)OCCO3)cc1,0
COc1cccc(NC(=O)Cn2cc(C#N)c3cc(Br)ccc32)c1,-11
CCOC(=O)c1[nH]c(C)c(C(=O)OCC2CC2(Cl)Cl)c1C (centres undefined),6
Cc1ccc(NS(=O)(=O)c2ccc(-c3ccccc3)cc2)cc1C,-1
Cc1ccc(S(=O)(=O)N2CCCCC2)cc1NC(=O)COC(=O)c1ccccc1C(F)(F)F,2
O=S(=O)(Nc1ccc(-c2ccc(N3CCOCC3)nn2)cc1)c1cccc(F)c1,0
N#CC1(NC(=O)CSc2c(Cl)cccc2Cl)CCCCC1,5
O=C1CC2(CCCCC2)C(=O)N1Cc1ncc(-c2ccccc2)o1,0
CCOc1ccc2c(c1)SCC(=O)N2,0
CCN(CC)S(=O)(=O)c1ccc2[nH]c(=O)cc(C(=O)N(C)CC3CC3)c2c1,-2
O=C(OC12CC3CC(CC(C3)C1)C2)c1ccc(Br)c([N+](=O)[O-])c1,1
Cc1ccc(C)c(/C=C/c2nc3ccccc3s2)c1,11
CCCN(CCC)C(=O)c1ccc2nc(C)c(C)nc2c1,0
COc1cc(C2C=C(C(=O)O)Nc3ncnn32)ccc1OCCC(C)C (centres undefined),4
COc1nc2ccccc2nc1N1CCC(C(=O)NCc2ccccc2)CC1,-3
C(#CCN1CCN(Cc2ccccc2)CC1)COCCOC(c1ccccc1)c1ccccc1,9
CC(=O)Nc1ccc(S(=O)(=O)Nc2nc3ccccc3nc2Nc2cccc(Cl)c2)cc1,1
COc1ccc(S(=O)(=O)Nc2ccc(CCc3nc4ccc(C)cc4[nH]3)cc2)cc1,-6
CSc1nc(=O)c2c(n1C)NC(=O)CC2c1ccc(C)cc1C (centres undefined),-2
CCOC(=O)C(C)Oc1ccc2c(=O)c(Oc3ccc(C(=O)OC)cc3)c(C)oc2c1 (centres undefined),-5
O=C1CS(=O)(=O)C2(C(=O)N(Cc3ccccc3F)c3ccccc32)N1c1ccc(F)c(Cl)c1 (centres undefined),3
COC(=O)CCCn1cc(CN2CC(N3CCCC3)CS2(=O)=O)nn1 (centres undefined),0
O=C(CN1CCN(Cc2nnc(-c3ccccc3)o2)CC1)N1CCCC1,6
CC1(C(=O)Nc2ccc3c(c2)OCCO3)CN(S(C)(=O)=O)CC(=O)N1CCCN1CCOCC1 (centres undefined),-2
# (cont.)
SMILES,LDHA block
COc1ccc(C(=O)OCCN(C)C(C)(C)C)cc1OC,6
CC1CCc2nc3ccccc3c(C(=O)NC3CCCCCC3)c2C1 (centres undefined),10
Cc1noc(C)c1C1CCCN1C(=O)c1cc(-c2ccco2)on1 (centres undefined),-3
CCN(CC)S(=O)(=O)c1ccc(C(C)NC(=O)c2nn(C)c(=O)c3ccccc23)cc1 (centres undefined),9
CC(C)N1CCC(Nc2nc(-c3cccs3)nc3ccccc23)CC1,3
O=C(CCNS(=O)(=O)c1ccccc1)NC1CCCCCC1,8
FC(F)(F)c1ccccc1CNCc1ccco1,5
Cc1ccccc1C(=O)NCCC1=CCCCC1,-5
CCc1nc(C#N)c(N2CCN(c3ccccc3)CC2)o1,10
COc1cc(C2CC(=O)Nc3c(-c4cccc(F)c4)nsc32)c(OC)c2c1OCO2 (centres undefined),5
COc1cccc(OC)c1C(=O)Nc1cccc(-c2nc3cc(Cl)ccc3o2)c1,7
CCOC(=O)c1ccc(NCc2c(Cl)cccc2Cl)cc1,11
Cn1cnc2c1c(=O)n(CCCSCc1ccc(Br)cc1)c(=O)n2C,-17
O=C1CC(c2ccc3c(c2)OCO3)c2sc(C(=O)O)c(-c3ccc(F)cc3)c2N1 (centres undefined),1
CCOC(=O)c1ccc(N2CCN(C(C)=O)CC2)c(NC(=O)c2ccc3ccccc3c2)c1,-7
CCC(C)NC(=O)CN1C(=O)N(c2cc(C)cc(C)c2)S(=O)(=O)c2ccccc21 (centres undefined),1
CCCCn1c(=O)[nH]c(=O)c2c1nc(-c1csnn1)n2CCC(C)C,-14
Cc1cccc(S(=O)(=O)N[C@@H]2CC[C@@H](CCNS(=O)(=O)c3ccccc3F)O[C@@H]2CO)c1,-5
CCOC(=O)Cc1ccc(NC(=O)Nc2nnc(N3CCCC(C)C3)s2)cc1 (centres undefined),-1
Cn1cc(-c2cc3n(n2)CCCN3C(=O)CCC(=O)NC2CCCC2)c2ccccc21,2
CN(C)CC(O)COc1ccc(NC(=O)Nc2ccccc2F)cc1 (centres undefined),0
CCN(CC)c1ccc(-c2nnc(SCCCn3c(=O)c4c(ncn4C)n(C)c3=O)o2)cc1,-1
CS(=O)(=O)c1cccc(OCC(=O)c2ccc(F)cc2)c1,0
Cc1ccc2oc(-c3cccc(NC(=O)c4cccs4)c3C)nc2c1,1
CN(CC(=O)Nc1ccc(Cl)c(Cl)c1)C(=O)c1ccc2ccccc2c1,1

# Reformatted bar-delimited: part of the list above
smiles | LDHA block
CCOC(=O)c1ccc(N2CCN(C(C)=O)CC2)c(NC(=O)c2ccc3ccccc3c2)c1 | -7
CCC(C)NC(=O)CN1C(=O)N(c2cc(C)cc(C)c2)S(=O)(=O)c2ccccc21 (centres undefined) | 1

# Next section.
SMILES,LDHA block
Cc1cccc(C)c1NC(=O)CN1CCN(C(=O)CN(C)Cc2cnn(-c3ccccc3)c2)CC1,4
Cc1cc(NC(=O)N(Cc2ccco2)C2CC2)n(C)n1,-4
O=C(CSc1nc2nc[nH]c2c(=O)[nH]1)Nc1ccc(Br)cc1,-2
COc1cccc(NC(=O)c2nn(CC(C)C)c(=O)c3ccccc23)c1,7
COc1ccc(OC)c(S(=O)(=O)N2CCN(c3cccc(C)c3C)CC2)c1,2
COCCCNC(=O)Cc1c(C)c2ccc(OC)c(OC)c2oc1=O,10
Cc1c(C(=O)Nc2cccc(C(F)(F)F)c2)sc2c1C(c1cccc(O)c1)CC(=O)N2 (centres undefined),4
CCCCCc1c(-c2ccc(OC)cc2)ncn1CCc1ccccc1OC,-1
O=[N+]([O-])c1cc(S(=O)(=O)Nc2ccc(Cl)cc2)ccc1N/N=C/c1ccccc1Cl,?
Cc1noc(-c2ccccc2NC(=O)c2ccncc2)n1,-1
CCOc1ccc2c(c1)SC(CC(=O)Nc1ccc(OC)cc1)C(=O)N2 (centres undefined),1
CC(=O)N1CCN(Cc2nnc(C(C)(C)C)o2)CC1,4
COCc1nnc(NC(=O)C2CC(=O)N(CCc3c[nH]c4ccc(Cl)cc34)C2)s1 (centres undefined),3
CCNc1c(NC(=O)NCc2ccc(F)cc2)c(=O)oc2ccccc12,1
COc1ccc(/C=C2\N=C(SC)SC2=O)c(OC)c1,3
O=C(CSc1nnc(-c2ccc(Cl)cc2)n1CC1CCCO1)Nc1ccccc1 (centres undefined),6
CC(=O)NC12CC3CC(C1)CC(C(=O)NC1CCSCC1)(C3)C2,3
CC(C)Sc1nc2c(c(=O)[nH]c(=O)n2C)n1CC(O)COc1cccc2ccccc12 (centres undefined),10
COc1ccc(OC)c(CN2CCCC(C(=O)N3CCCCCC3)C2)c1 (centres undefined),0
CC1CCN(S(=O)(=O)c2ccc(NC(=O)C3CC(=O)N(CCc4ccc(F)cc4)C3)cc2)CC1 (centres undefined),-7
COc1ccc2c(c1)c(C(C(=O)O)N1CCN(CCC#N)CC1)cn2CCC(=O)O (centres undefined),-7
O=C(c1ccc(-n2cncn2)cc1)N1CCCC1c1nc2ccccc2[nH]1 (centres undefined),3
CC(C)n1c(SCC(=O)N2CCOCC2)nc2c1c(=O)n(C)c(=O)n2C,10
CSCCC(NC(=O)c1ccccc1Br)C(=O)Nc1ccc(F)cc1F (centres undefined),21
COCc1cc(C)n(CC(=O)Nc2cc(Cl)ccc2Cl)c(=O)c1C#N,8

# A run of entries from further up, as a working copy:
SMILES,LDHA block
COCCCNC(=O)Cc1c(C)c2ccc(OC)c(OC)c2oc1=O,10
Cc1c(C(=O)Nc2cccc(C(F)(F)F)c2)sc2c1C(c1cccc(O)c1)CC(=O)N2 (centres undefined),4
CCCCCc1c(-c2ccc(OC)cc2)ncn1CCc1ccccc1OC,-1
O=[N+]([O-])c1cc(S(=O)(=O)Nc2ccc(Cl)cc2)ccc1N/N=C/c1ccccc1Cl,?
Cc1noc(-c2ccccc2NC(=O)c2ccncc2)n1,-1
CCOc1ccc2c(c1)SC(CC(=O)Nc1ccc(OC)cc1)C(=O)N2 (centres undefined),1
CC(=O)N1CCN(Cc2nnc(C(C)(C)C)o2)CC1,4
COCc1nnc(NC(=O)C2CC(=O)N(CCc3c[nH]c4ccc(Cl)cc34)C2)s1 (centres undefined),3
CCNc1c(NC(=O)NCc2ccc(F)cc2)c(=O)oc2ccccc12,1
COc1ccc(/C=C2\N=C(SC)SC2=O)c(OC)c1,3
O=C(CSc1nnc(-c2ccc(Cl)cc2)n1CC1CCCO1)Nc1ccccc1 (centres undefined),6
CC(=O)NC12CC3CC(C1)CC(C(=O)NC1CCSCC1)(C3)C2,3
CC(C)Sc1nc2c(c(=O)[nH]c(=O)n2C)n1CC(O)COc1cccc2ccccc12 (centres undefined),10
COc1ccc(OC)c(CN2CCCC(C(=O)N3CCCCCC3)C2)c1 (centres undefined),0
CC1CCN(S(=O)(=O)c2ccc(NC(=O)C3CC(=O)N(CCc4ccc(F)cc4)C3)cc2)CC1 (centres undefined),-7
COc1ccc2c(c1)c(C(C(=O)O)N1CCN(CCC#N)CC1)cn2CCC(=O)O (centres undefined),-7
O=C(c1ccc(-n2cncn2)cc1)N1CCCC1c1nc2ccccc2[nH]1 (centres undefined),3
CC(C)n1c(SCC(=O)N2CCOCC2)nc2c1c(=O)n(C)c(=O)n2C,10
CSCCC(NC(=O)c1ccccc1Br)C(=O)Nc1ccc(F)cc1F (centres undefined),21
COCc1cc(C)n(CC(=O)Nc2cc(Cl)ccc2Cl)c(=O)c1C#N,8

# Following part
SMILES,LDHA block
Cc1ccccc1NC(=O)Cn1c(C)cc2ccccc21,-4
Fc1ccc(/C=N/N=C/c2ccc(F)cc2F)c(F)c1,2
COC(=O)c1cccc(NC(=O)NCCn2c(-c3ccc(F)cc3)nc3ccccc32)c1,-6
O=C(NC1CCN(Cc2ccc(Cl)cc2)CC1)c1cc(C2CC2)nc2ccccc12,-8
CCOC(=O)[C@]12CCC=C1N(CCC1=CCCCC1)C(=O)[C@H](CC(=O)N1CCCC1)C2,3
COC(=O)C[C@H]1CC[C@H](NC(=O)Cc2ccccc2)[C@@H](CO)O1,-4
CCOCCCNC(=O)CSCc1nc(-c2cccc(OC)c2)oc1C,-1
O=C(COc1ccc2c(=O)c(-c3ccccc3)coc2c1)N1CCN(c2ccccn2)CC1,-7
O=C1NC[C@H](Cc2ccc(O)cc2)N(CCc2cc(C(F)(F)F)cc(C(F)(F)F)c2)C1=O,6
COc1cccc(-c2ocnc2C(=O)Nc2ccccc2OC)c1,-11
Cc1ccc(C(=O)Nc2cc3c(cc2SCc2ccco2)n(C)c(=O)n3C)cc1,25
COc1ccc(/C=C2\Oc3cc(OS(=O)(=O)c4ccc(C)cc4)ccc3C2=O)c(OC)c1,-2
O=Cc1c(-c2ccc(Cl)cc2)[nH]c2ccccc12,0
C=CCNC(=O)COC(=O)c1cc(-c2ccc(C)cc2)nc2ccccc12,4
CN(Cc1ccco1)C(=O)c1ccc(S(C)(=O)=O)cc1,1
Fc1ccc(CNC(=S)NCc2cccs2)cc1,-6
CCCCCCn1c(N2CCN(CC(=O)OC)CC2)nc2c1c(=O)[nH]c(=O)n2C,3
COC(=O)C(NC=O)C12CC3CC(CC(C3)C1)C2 (centres undefined),3
Cc1nnc(CSc2nnc(Nc3ccccc3C)s2)o1,-3
CCSc1nc(N)c2c3c(sc2n1)CCCC3C (centres undefined),2
Cc1cc(C)c2cc(C(=O)O)[nH]c2c1,8
Cc1ccc(C(=O)Nc2c(C)cccc2C(C)C)s1,9
CCOC(=O)c1ccccc1NC(=O)Nc1cn(CC(C)C)c(=O)c2ccccc12,-2
O=C(NCc1ccccn1)C1CCCN(C(=O)c2cccc(C(F)(F)F)c2)C1 (centres undefined),-9
CC(Sc1nc(CN2CCOCC2)nc2ccccc12)C(=O)c1cccc(Cl)c1 (centres undefined),-10
# Continuation.
SMILES,LDHA block
CCOC(=O)[C@]12CCCC=C1N(Cc1ccccc1)C(=O)[C@H](CC(=O)NCc1ccc(OC)c(OC)c1)C2,4
Cc1ccc2c(c1)N(C(=O)Nc1ccc(Br)cc1F)CC(C)O2 (centres undefined),5
N#Cc1ccccc1CSCCNC(=O)c1nccnc1N,7
CC(C)c1cccc(NC(=O)CC2(C(=O)O)CCCC2)c1,-5
COc1ccc2cnn(CC(=O)Nc3cccc(Cl)c3)c(=O)c2c1OC,17
Cc1cc(C(=O)C(C)Sc2nnnn2C2CCCC2)c(C)n1Cc1ccco1 (centres undefined),7
CCOc1ccc(-c2noc(-c3nnn(-c4cc(C)ccc4C)c3N)n2)cc1,-6
CC1CN(C2CCCCC2)CCC1=O (centres undefined),-3
CCOC(=O)[C@]12CCC=C1N(Cc1ccccc1)C(=O)[C@H](CC(=O)NCc1cccs1)C2,-3
NCC1(N2CCCCC2)CCCCC1,4
COc1ccc(NC(=O)c2nc3cc(C)c(C)cc3nc2N2CCOCC2)cc1,12
COC(=O)c1c(C)cccc1NCC(=O)NC(=O)NC1CC1,9
CCN(CC)CCC(=O)Nc1c(C(=O)OC)[nH]c2ccccc12,11
Cc1c(C(=O)N(CC#N)C2CC2)sc2ccccc12,-1
CCC1CCc2c(sc(NC(=O)CC(C)(C)C)c2C#N)C1 (centres undefined),8
CCOc1ccc2c(C)c(-c3ccc(OC)c(OC)c3)c(=O)oc2c1,7
CC(C)NC(=O)c1cc(-c2cccc(OC(C)C)c2)nc2ccccc12,-6
COc1cccc(OCc2nc3ccc(OC)cc3[nH]2)c1,7
CCOCCCNC(=O)c1cc(-c2ccncc2)nc2ccccc12,3
C/C(=C/C(=O)NCC1CCN(Cc2cccs2)CC1)C1CC1,10
CS(=O)(=O)N(CCCC(=O)Nc1ccc2c(c1)OCCO2)c1ccc(Cl)cc1,0
CCOc1ccc(CCN2C(=O)C(=O)N([C@@H](Cc3ccccc3)CN3CCC[C@H]3CN3C(=O)C(=O)NC[C@@H]3Cc3ccccc3)C[C@@H]2Cc2ccccc2)cc1,7

# Not all compounds are listed; count on the stated rates, not on these rows.
